# TRPN1 ag: zebrafish TRPN1 channel agonists, primary screen, cell-based, HEK293, calcium fluorescence | transient receptor potential cation channel N1 (TRPN1/NompC), Danio rerio | HEK293 zebrafish TRPN1-YFP, Fluo-8 calcium fluorescence; 100% = response to 87 µM carbachol | activation, % at 3 µM | 0.18% of 220,000 active | AID 1424, 2008;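 active = activation above its plate's cutoff, the mean activation of test wells on that plate plus 3 SD, cut at about 19% in these data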;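 note: 0% = DMSO alone and 100% = 87 µM carbachol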
#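 Material – zebrafish TRPN1-YFP in HEK293 cells · Doses – 3 µM single point · Schedule – dye 1 h 37 °C plus 30 min RT · Signal – Fluo-8 calcium fluorescence, excitation 470-495 nm, emission 515-575 nm · Read-out – % activation versus carbachol response · Control set – carbachol high, DMSO low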
# TRPML3 ag: human TRPML3 channel agonists, primary screen, cell-based, HEK293 TRPML3-YFP, Fluo-8 calcium fluorescence, 3 µM | Mucolipin-3 (Homo sapiens), Q8TDD5 | 100% = the carbachol control signal | activation, % at 3 µM | 0.29% of 220,000 active;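 active = activation above its plate's cutoff, the mean activation of the plate's test wells plus 3 SD, cut at about 12% in these data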;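 note: 0% = DMSO only wells and 100% = carbachol wells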
#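 system = HEK293 cells stably carrying human TRPML3-YFP | doses = one concentration, 3 µM nominal, 0.3% DMSO | timing = dye loading 1 h 37 °C then 30 min ambient, 125 s read | detection = Fluo-8 calcium dye fluorescence, ex 470-495, em 515-575 nm | benchmarks = high control carbachol 87 µM, low control DMSO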
# EP2 modulator: EP2 receptor modulators, cAMP readout, primary screen, cell-based, HTRF cAMP, PGE2 stimulation; Prostaglandin E2 receptor EP2 subtype (Homo sapiens), P43116; EP2-expressing cells, cAMP HTRF FRET, PGE2 co-stimulation; induction, % at 25 µM; 0.83% of 260,000 active;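 active = compounds whose cAMP rise, as percent of the full-agonist control response, exceeds 60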;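 note: rat C6 glioma line stably carrying human EP2 under a CMV promoter; the protocol text gives 20 µM as final concentration; 100% = response of wells given 1 µM PGE2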
# Target sequence (P43116 whole entry, looked up): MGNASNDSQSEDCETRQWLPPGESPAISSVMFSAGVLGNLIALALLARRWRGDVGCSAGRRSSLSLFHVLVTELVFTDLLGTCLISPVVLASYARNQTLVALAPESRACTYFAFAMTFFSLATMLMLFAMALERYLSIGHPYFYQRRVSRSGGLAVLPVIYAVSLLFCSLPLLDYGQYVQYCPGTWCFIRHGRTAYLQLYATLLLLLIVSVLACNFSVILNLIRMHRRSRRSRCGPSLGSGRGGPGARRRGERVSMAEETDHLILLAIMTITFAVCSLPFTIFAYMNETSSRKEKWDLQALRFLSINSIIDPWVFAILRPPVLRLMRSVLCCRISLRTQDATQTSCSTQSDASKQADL
# NPY-Y1 antag: NPY-Y1 receptor antagonists, primary screen, cell-based. Neuropeptide Y receptor type 1 (Homo sapiens), P25929. HEK293-CNG Y1 cells, membrane potential fluorescence; NPY at EC95, then isoproterenol. inhibition, % at 3.6 µM. 1% of 200,000 active. AID 1040, 2008;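 active = inhibition above the campaign mean inhibition of all tested compounds plus 3 SD, cut at about 20% in these data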;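 note: 0% = DMSO wells given NPY plus isoproterenol and 100% = isoproterenol alone without NPY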
# Target sequence (P25929 whole entry, looked up): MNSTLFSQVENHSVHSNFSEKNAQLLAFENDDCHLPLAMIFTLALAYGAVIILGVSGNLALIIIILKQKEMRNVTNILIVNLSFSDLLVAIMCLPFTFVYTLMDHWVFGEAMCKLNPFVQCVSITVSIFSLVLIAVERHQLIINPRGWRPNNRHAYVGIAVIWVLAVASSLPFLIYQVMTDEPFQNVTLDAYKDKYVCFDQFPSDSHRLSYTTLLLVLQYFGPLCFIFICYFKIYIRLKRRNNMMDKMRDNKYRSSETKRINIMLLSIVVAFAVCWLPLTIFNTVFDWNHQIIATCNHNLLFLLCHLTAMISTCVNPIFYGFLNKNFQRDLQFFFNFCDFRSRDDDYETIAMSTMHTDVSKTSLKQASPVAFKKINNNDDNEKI
#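 Material: Y1- and CNG-channel-expressing HEK293 cells / Probe or stimulus: NPY 25 nM then isoproterenol 1 µM plus Ro 20-1724 25 µM / Doses: 3.6 µM single dose, DMSO 0.4% / Schedule: compound incubation 1 h at room temperature, readout 45 min post-stimulation / Signal: membrane potential fluorescence / Benchmarks: isoproterenol-only wells as full block versus NPY-plus-isoproterenol wells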
# NPY2 pot ag: NPY-Y2 potentiators or agonists, primary screen, cell-based | Neuropeptide Y receptor type 2 (Homo sapiens), P49146 | cells expressing NPY-Y2, potentiator/agonist read-out | activation, % at 3.6 µM | 0.45% of 220,000 active; in the data active = activation above about 27%;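 note: cells stimulated with NPY near EC25 plus isoproterenol at EC100; 0% = vehicle plus submaximal agonist and 100% = vehicle plus saturating agonist; some results beyond the cut were filed as inactive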
# CHOP inh: inhibitors of CHOP promoter induction, primary screen, cell-based, unfolded protein response, luciferase reporter; CHO-K1 CHOP-promoter luciferase, tunicamycin-induced, 15-18 h; inhibition, % at 10 µM; 3.8% of 220,000 active; AID 2732, 2010;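 active = compounds that reduced the stress-induced luciferase reporter signal by more than about 70% of percent inhibition, limit read from the data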;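 note: 0% = tunicamycin plus vehicle and 100% = wells without tunicamycin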
# NPY1 pot ag: NPY-Y1 receptor potentiators or agonists, primary screen, cell-based. 0.37% of 220,000 active. Neuropeptide Y receptor type 1 (Homo sapiens), P25929. activation, % at 3.6 µM. NPY-Y1 expressing cells, potentiator/agonist activation; in the data active = activation above about 33%, passing the limit was not always enough;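 note: cells stimulated with NPY at EC10 then isoproterenol at EC100; 0% = low agonist plus stimulus and 100% = saturating agonist plus stimulus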
# S1P4 antag: S1P4 receptor antagonists, primary screen, cell-based. Sphingosine 1-phosphate receptor 4 (Homo sapiens), O95977. 0.26% of 220,000 active. inhibition, % at 4.98 µM. S1P4-expressing cells, antagonist mode, reporter read-out; in the data active = inhibition above about 29%;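 note: 0% = wells stimulated with agonist and 100% = vehicle wells without agonist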
# S1P4 agonist: S1P4 receptor agonists, primary screen, cell-based; Sphingosine 1-phosphate receptor 4 (Homo sapiens), O95977; S1P4-expressing cell line, agonist reporter assay; activation, % at 4.98 µM; 0.35% of 220,000 active; AID 1509, 2009; in the data active = activation above about 11%;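 note: 0% = DMSO vehicle and 100% = reference agonist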
# Numbers without * were called inactive; nt = not tested or not shown.
No.	canonical_smiles	NPY2 pot ag	NPY-Y1 antag	TRPN1 ag	CHOP inh	S1P4 antag	TRPML3 ag	EP2 modulator	S1P4 agonist	NPY1 pot ag
1	C/C=C/C(=O)OCC(=O)Nc1cc(-c2cc(C)c(C)cc2C)nn1-c1ccccc1	-2	2	0.0	39	2	-0.7	-8	0.3	5
2	CCC(=O)N(CCN1CCOCC1)Cc1cc2cc3c(cc2nc1Cl)OCO3	-7	2	2.2	15	-3	0.6	5	1.1	-1
3	O=c1cc(O)n(-c2ccc(Cl)cc2)c(=S)[nH]1	14	0	1.5	5	-2	0.6	3	-0.9	-5
4	O=C(CSc1nnc(-c2ccccc2)n1Cc1ccco1)NCc1ccc2c(c1)OCO2	-10	10	-2.3	1	-10	-0.8	-9	-1.2	-27
5	CCOC(=O)N1CCN(c2c(NCCCN3CCCCCC3)c(=O)c2=O)CC1	9	2	0.4	16	-24	-0.8	18	0.8	-10
6	CC1CCCc2sc3nc(N4CCN(CCO)CC4)n4ncnc4c3c21 (configuration not stated)	-29	40*	1.3	54	-7	0.1	-41	0.5	-51
7	CC1CCCN(C(=O)c2ccc3c(c2NCCO)C(=O)c2ccccc2C3=O)C1 (configuration not stated)	31*	-8	-2.2	40	3	-1.5	-12	-1.6	29
8	CC(C)COC(=O)C1C(=O)CC(C)(O)C(C(=O)OCC(C)C)C1c1cccnc1 (configuration not stated)	10	11	-0.1	12	1	0.5	14	-0.5	-6
9	CCCn1c(SCC(=O)Nc2ccccc2Cl)n[nH]c1=O	-7	nt	1.7	8	0	0.5	15	0.3	17
10	CC(=O)c1ccc(NC(=O)N2CCN(c3cccc(Cl)c3)CC2)cc1	0	3	1.3	22	-9	1.2	-35	2.6	2
11	CCC(C)(C(=O)NC1CCCC1)N(C(=O)c1ccccn1)c1ccccc1 (configuration not stated)	6	6	-0.4	16	-16	-0.5	13	0.0	-3
12	O=C(COc1ncnc2c(Cl)cc(Cl)cc12)N1CCN(S(=O)(=O)c2ccccc2)CC1	-5	6	-0.1	28	-4	0.3	-29	-1.1	-26
13	CCc1cccc2c(C(=O)COC(=O)/C=C/c3ccc(O)c(OC)c3)c[nH]c12	8	-11	-0.8	28	-6	-0.3	-10	1.1	8
14	COC(=O)C1(C#N)C(c2ccccc2)C1(C(=O)OC)C(=O)OC (configuration not stated)	6	-7	-0.6	-9	5	0.7	7	1.4	0
15	O=C(N/N=C/c1ccc[nH]1)c1ccccc1[N+](=O)[O-]	-6	-3	0.6	-4	-12	0.8	2	2.8	-14
16	COc1ccc(C(=O)n2cc(C(=O)c3cc(C)ccc3O)cn2)cc1	-9	-1	0.9	53	-7	0.6	13	-0.1	-1
17	C/C(=N/NC(=O)CNC(=O)c1ccccn1)c1ccccc1	9	3	1.1	6	-27	0.7	3	2.0	-13
18	CCCNC(=O)c1ccc(C2SCC(=O)N2CCc2ccccc2)cc1 (configuration not stated)	-9	-1	1.6	13	-20	1.4	1	0.5	-4
19	Cn1c(=O)cc(OCCCC(=O)NCc2ccc(F)cc2Cl)c2ccccc21	-6	5	-0.3	-9	10	0.0	-66	0.6	10
20	O=C1Nc2ccccc2C1(O)c1ccccc1 (configuration not stated)	2	4	0.0	7	-19	0.9	17	-0.1	10
21	O=C(NCCc1c[nH]c2ccccc12)c1cnc2sccn2c1=O	5	5	2.8	0	-6	0.7	-21	-1.8	-10
22	O=C(O)C(Cc1ccccc1)n1cccc1 (configuration not stated)	2	3	0.0	19	-3	0.0	28	0.8	-21
23	Cc1ccnc(SCC(=O)c2ccc(Br)cc2)c1C#N	-9	-7	-2.0	3	7	0.6	21	1.8	-10
24	CCC(C(=O)Nc1ccc2c(c1)OCCO2)c1ccccc1 (configuration not stated)	-7	4	-0.3	7	0	-0.1	0	0.2	-1
25	NC(=O)C1CCN(S(=O)(=O)c2cccc(S(=O)(=O)N3CCCCC3)c2)CC1	4	4	1.6	7	-21	0.8	-6	1.3	3
26	CCC(C)N1CNc2c(c(=O)[nH]c(=S)n2-c2cccc(C)c2)C1 (configuration not stated)	-11	-1	-0.1	5	-3	0.8	7	0.1	0
27	c1ccc2c(c1)Nc1nccnc1S2	8	-1	-0.1	16	-16	0.3	13	-0.7	-6
28	O=C(OCC(=O)N1CCc2ccccc2C1)c1cc(=O)[nH]c2ccccc12	-11	nt	1.8	-19	-13	-0.3	-22	0.0	13
29	O=[N+]([O-])/C(C=Nc1ccccc1O)=C\Nc1ccccc1O	4	nt	1.0	9	-1	0.1	-31	-1.6	-5
30	O=C(O)CC(C(=O)Nc1ccc(Cl)c(Cl)c1)C1CCCO1 (configuration not stated)	-18	5	-0.1	15	6	1.0	7	0.3	-29
31	COc1ccc2nc(C)cc(SCC(=O)NNC(=O)COc3cccc4ccccc34)c2c1	-2	-2	0.9	29	-13	0.1	-66	0.8	-13
32	N#Cc1ccc(-c2ccc(F)cc2)nc1Oc1ccc(Cl)c(Cl)c1	-25	5	0.3	31	-12	0.9	1	-0.4	-20
33	C=CCc1cccc(/C=N/NC(=O)CCCNc2ccc(C)cc2)c1O	-10	5	-0.4	97*	-7	-0.5	24	0.4	-6
34	COc1ccc(C(=O)Nc2cc([N+](=O)[O-])ccc2N2CCCC2)cc1	-2	-1	-0.3	9	-13	-0.6	1	1.4	6
35	CCOCCSc1nnc2nc(C)cc(C)n12	-3	4	-0.5	-12	0	0.1	8	-1.1	-7
36	COc1cccc(-c2nn(-c3ccccc3)cc2C(=O)n2nnc3ccccc32)c1	-3	1	-0.2	69	8	1.6	16	-4.0	-4
37	Cc1cc2c(=O)n(C)c(SCC(=O)c3cc4ccccc4o3)nc2s1	-15	5	-0.9	13	-7	0.0	-46	0.6	-15
38	CCC1CCCCN1C1Sc2ccc(C(=O)OC)cc2NC1=O (configuration not stated)	1	-2	1.2	54	-14	0.5	2	2.8	8
39	N#Cc1cc([N+](=O)[O-])cnc1NCC(O)CO (configuration not stated)	-16	12	1.0	23	-13	-0.8	19	-1.6	21
40	O=C(CN1CCN(c2ccc(Cl)cc2)CC1)Nc1ccc(F)c(F)c1	-15	7	3.1	20	-12	0.8	-53	-0.7	-7
41	CSc1ncc(CN2CCc3c([nH]c4ccccc34)C2c2cccc(O)c2)cn1 (configuration not stated)	20	4	1.4	86*	5	0.3	2	0.9	8
42	O=c1c2[nH]c3cccc(Cl)c3c2ncn1CCN1CCCCC1	2	0	0.5	10	-16	1.1	-7	-2.6	9
43	Cc1ccc(OCCNC(=O)c2ccco2)cc1C	7	0	-1.3	39	-4	-0.4	-14	1.2	11
44	CC(=C/c1ccco1)/C=N/NC(=O)c1nnn(-c2nonc2N)c1CN(C)C	-3	-3	-0.1	-8	-16	0.5	-5	1.8	4
45	COc1ccc(S(=O)(=O)Nc2ccc3oc(C)c(C(C)=O)c3c2)cc1	0	2	7.1	59	-17	1.4	-48	-0.5	12
46	CCOc1ccc2nc(SCC(=O)NC(=O)NCc3ccco3)sc2c1	-38	-5	-2.4	75*	-3	-0.1	-3	-3.3	-12
47	N#Cc1c(C(F)(F)F)cc(-c2cccc(Cl)c2)[nH]c1=O	-22	4	2.8	32	-11	0.5	-15	0.1	2
48	CC(C)NC(=O)CSc1nnc(-c2ccncc2)n1-c1ccccc1	-23	2	0.6	17	3	1.6	18	-1.4	-10

# An excerpt from above in order of formula weight, ascending:
No.	canonical_smiles	NPY2 pot ag	NPY-Y1 antag	TRPN1 ag	CHOP inh	S1P4 antag	TRPML3 ag	EP2 modulator	S1P4 agonist	NPY1 pot ag
42	O=c1c2[nH]c3cccc(Cl)c3c2ncn1CCN1CCCCC1	2	0	0.5	10	-16	1.1	-7	-2.6	9
45	COc1ccc(S(=O)(=O)Nc2ccc3oc(C)c(C(C)=O)c3c2)cc1	0	2	7.1	59	-17	1.4	-48	-0.5	12
44	CC(=C/c1ccco1)/C=N/NC(=O)c1nnn(-c2nonc2N)c1CN(C)C	-3	-3	-0.1	-8	-16	0.5	-5	1.8	4

# Next part.
No.	canonical_smiles	NPY2 pot ag	NPY-Y1 antag	TRPN1 ag	CHOP inh	S1P4 antag	TRPML3 ag	EP2 modulator	S1P4 agonist	NPY1 pot ag
49	CCc1ccc(/C=N/NC(=O)c2ccc(OC3CCCC3)cc2)s1	-7	1	0.6	11	0	0.3	-1	0.7	3
50	COc1ccc(/C(C)=N/NC(=O)C2C3CCCCC32)c(OC)c1 (configuration not stated)	-7	3	3.3	6	-11	0.1	-45	0.2	2
51	Cc1c(Cl)c([N+](=O)[O-])nn1CCCC(=O)N(Cc1ccccc1)Cc1ccccc1	8	10	-1.0	73*	-23	-0.1	56	1.3	-6
52	O=C(OC1CCOC1=O)c1ccc(Cl)c(S(=O)(=O)N2CCCCC2)c1 (configuration not stated)	-4	-4	0.5	-18	-9	1.2	0	-2.2	4
53	O=C(NC1CCCCC1)C(c1cccs1)N(CCCN1CCOCC1)C(=O)c1ccc(-c2ccccc2)[nH]1 (configuration not stated)	-58	3	2.8	-8	3	1.0	40	0.5	-30
54	O=C(O)CCC(=O)NN1C(=O)c2ccccc2NC1c1ccco1 (configuration not stated)	4	nt	-2.1	-11	1	0.8	-40	-0.4	1
55	O=C(NNC(=O)c1ccc(F)cc1F)c1ccc2c(c1)OCO2	11	1	0.8	-19	-32	0.2	20	-1.6	17
56	O=C(O)Cc1ccc(NC(=O)CCN2C(=O)c3ccc([N+](=O)[O-])cc3C2=O)cc1	-6	0	1.1	13	-6	1.1	-2	0.8	8
57	CCCC(=O)Nc1ccc(Cl)c(NC(=O)c2ccc([N+](=O)[O-])cc2Cl)c1	14	0	1.1	39	-4	0.4	-1	-0.8	-11
58	CC(C)C(=O)N1CCN(c2ccc(NC(=O)c3ccc(Br)o3)cc2)CC1	-4	-3	1.1	-5	-2	0.6	-10	0.3	-12
59	O=C(Nc1ccc2c(c1)OCCO2)c1ccc(NC(=O)C2CCCO2)cc1 (configuration not stated)	-3	-8	0.6	34	-3	0.8	12	2.2	-9
60	COc1ccccc1-n1cnnc1SC1CCOC1=O (configuration not stated)	3	0	0.8	1	3	1.1	-5	0.0	-5
61	Cc1nonc1OC(C)CNc1ccc([N+](=O)[O-])cc1 (configuration not stated)	14	7	-0.8	-11	0	-0.7	4	-1.4	25
62	O=C(CSc1nnc(SCc2ccccc2)s1)N/N=C/c1c(Cl)cccc1Cl	-12	2	1.9	61	-11	1.0	55	1.2	-20

# Hits appear at their usual frequency; any-hit rate near 6.5%.
